# UGM FP inh: M. tuberculosis UGM enzyme inhibitors, primary screen, biochemical, fluorescence polarization, single point. purified UGM, fluorescence polarization probe displacement. inhibition, % at 10 µM. actives 0.06% (n = 320,000); in the data active = inhibition above about 10%, passing the limit was not always enough
# MazEF act: activators of E. coli MazEF toxin-antitoxin RNase, primary screen, biochemical, fluorescence, uHTS; FAM/BHQ RNA-DNA oligo cleavage fluorescence, 5 h; actives 0.32% (n = 350,000); activation, % at 20 µM; Endoribonuclease toxin MazF (Escherichia coli (strain K12)), P0AE70; in the data active = activation above about 50%
# Target sequence (P0AE70 whole entry, looked up): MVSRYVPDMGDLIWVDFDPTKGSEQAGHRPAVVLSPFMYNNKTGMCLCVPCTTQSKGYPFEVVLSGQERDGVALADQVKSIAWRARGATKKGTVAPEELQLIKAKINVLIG
# GDH-TPI inh: GDH-TPI coupling enzyme inhibitors, primary screen, artefact control for M. tuberculosis FBA inhibitor project, biochemical, absorbance, full deck. GDH-TPI coupled enzyme counterscreen, NADH absorbance. inhibition, % at 4.8 µM. actives 1.2% (n = 360,000). AID 588335, 2011; in the data active = inhibition above about 30%;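 note: 0% = DMSO wells and 100% = wells lacking the enzyme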
# SSB-PriA inh: inhibitors of Klebsiella pneumoniae PriA binding to SSB C-terminal tail, primary screen, biochemical, AlphaScreen; PriA–SSB C-terminal tail interaction (Klebsiella pneumoniae); actives 0.6% (n = 430,000); inhibition, % at 33 µM; AlphaScreen SSBct-PriA binding, biotinylated peptide; in the data active = inhibition mostly above about 37%, no sharp cut-off; inactive = mostly below about 20%;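 note: plate controls were negative control peptide for no effect and reference peptide for full effect; strong numbers were not always called active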
# DUSP3 inh: VHR1 phosphatase inhibitors, primary screen, biochemical, absorbance, uHTS; Dual specificity protein phosphatase 3 (Homo sapiens), P51452; recombinant VHR phosphatase, pNPP absorbance; inhibition, % at 13.3 µM; actives 0.52% (n = 290,000); AID 1654, 2009; in the data active = inhibition above about 50%; note: some compounds called inactive have numbers as strong as hits
# BioA inh: M. tuberculosis BioA enzyme inhibitors, primary screen, biochemical, plate reader, single point, HTS | 7,8-diaminopelargonic acid synthase BioA (Mycobacterium tuberculosis) | purified M. tuberculosis BioA enzyme | inhibition, % at 9.99 µM | actives 0.096% (n = 360,000) | AID 602481, 2012; in the data active = inhibition above about 40%
# 3CLpro inhibitor: SARS-CoV 3CLpro protease inhibitors, primary screen, biochemical, quenched FRET; Replicase polyprotein 1ab (Severe acute respiratory syndrome coronavirus), P0C6X7; recombinant SARS-CoV 3CLpro, quenched FRET peptide cleavage; inhibition, % at 6 µM; actives 0.14% (n = 290,000); in the data active = inhibition above about 12%
# FBA Mtb inh: Mtb FBA enzyme inhibitors, primary screen, biochemical, fluorescence, strain H37Rv; actives 2.3% (n = 360,000); inhibition, % at 1 µM; purified M. tuberculosis FBA, fluorescence read-out; in the data active = inhibition above about 27%;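 note: 0% = vehicle and 100% = reference inhibitor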
# Target sequence (P9WQA3 whole entry, looked up): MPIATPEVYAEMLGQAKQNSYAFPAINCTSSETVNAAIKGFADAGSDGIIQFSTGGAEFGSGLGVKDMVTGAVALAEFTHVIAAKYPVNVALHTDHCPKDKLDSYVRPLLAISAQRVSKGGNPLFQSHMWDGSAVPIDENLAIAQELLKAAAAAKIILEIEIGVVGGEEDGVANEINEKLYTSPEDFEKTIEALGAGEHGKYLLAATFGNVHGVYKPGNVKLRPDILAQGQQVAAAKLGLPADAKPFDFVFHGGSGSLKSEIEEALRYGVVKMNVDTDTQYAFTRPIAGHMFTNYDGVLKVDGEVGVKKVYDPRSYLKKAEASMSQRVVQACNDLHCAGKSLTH
# BH1578 lux ind: inducers of Vibrio cholerae quorum light production without autoinducers, primary screen, BH1578 luxS cqsA deficient, single point; V. cholerae BH1578 lux reporter, luminescence, 6 h; AID 588436, 2011; actives 0.16% (n = 350,000); activation, % at 18.7 µM; in the data active = activation mostly above about 9.7%, no sharp cut-off; note: not every result past the cut was called active; inactives centre near 0; reference of the scale not given here
# Rv3671c protease: Rv3671c serine protease inhibitors, primary screen, biochemical, fluorescence polarization, M. tuberculosis H37Rv. AID 2606, 2010. actives 0.048% (n = 320,000). inhibition, % at 5.96 µM. P9WHR9; in the data active = inhibition above about 38%;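 note: extracellular domain of Rv3671c used as enzyme; 0% = enzyme with DMSO and 100% = no enzyme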
# Target sequence (P9WHR9 whole entry, looked up, the tested form may be a part): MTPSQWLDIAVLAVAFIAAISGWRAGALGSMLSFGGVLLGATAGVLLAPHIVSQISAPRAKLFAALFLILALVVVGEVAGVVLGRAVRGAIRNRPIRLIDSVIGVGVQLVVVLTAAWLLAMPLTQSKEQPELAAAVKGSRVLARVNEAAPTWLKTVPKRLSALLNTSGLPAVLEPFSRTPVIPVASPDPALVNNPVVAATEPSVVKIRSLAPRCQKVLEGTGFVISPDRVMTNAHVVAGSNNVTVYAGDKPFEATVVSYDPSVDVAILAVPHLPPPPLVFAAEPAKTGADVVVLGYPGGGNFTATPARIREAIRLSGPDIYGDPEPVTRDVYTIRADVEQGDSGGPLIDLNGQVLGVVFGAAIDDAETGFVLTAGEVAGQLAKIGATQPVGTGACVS
# An asterisk follows results filed as active; i = inactive; / = no result given.
SMILES,UGM FP inh,MazEF act,GDH-TPI inh,SSB-PriA inh,DUSP3 inh,BioA inh,3CLpro inhibitor,FBA Mtb inh,BH1578 lux ind,Rv3671c protease
COc1ccccc1NS(=O)(=O)c1cc(NC(=O)Nc2ccc(Cl)cc2Cl)ccc1N1CCCCC1,4.3,12,4,-10,12,-0.8,2,0,-0.6,-35
O=S(=O)(c1ccc2c(c1)OCCO2)N1CCN(S(=O)(=O)c2ccccn2)CC1,1.7,-7,-1,-9,/,-0.4,/,-2,0.5,-7
Cc1cccc(OCCSc2nncn2C)c1,1.2,-2,-6,-16,13,-2.5,2,2,i,-3
COc1ccc(N/N=C(/C#N)S(=O)(=O)C(C)(C)C)cc1,-1.1,13,18,/,22,/,6,4,-1.0,-7
COCCCNC(=O)COc1ccc2oc3c(c2c1)CCCC3,-0.2,0,-11,-1,34,-1.1,-5,0,-2.6,2
CC(C)Oc1ccc(CCNC(=O)C2CCC(=O)N(C3CCCCCC3)C2)cc1 (configuration not stated),3.5,10,-3,-2,2,0.2,-2,-1,-0.6,3
COC(=O)[C@]1(C)N[C@H](CN(C)C(=O)Nc2ccc(F)cc2)[C@@H]2C(=O)N(C)C(=O)[C@@H]21,-1.4,11,-13,-4,/,0.3,/,-2,1.0,8
CCOC(=O)CCc1n[nH]c(=O)[nH]c1=O,-1.7,-1,-3,-10,18,-1.2,1,3,i,3
CS(=O)(=O)n1nc(NCc2cccs2)nc1NCc1cccs1,-1.1,-13,-1,-11,5,/,2,1,i,-4
COC(=O)C1=CN(CCOC23CC4CC(CC(C4)C2)C3)C=C(C(=O)OC)C1c1ccsc1,2.5,3,-1,-20,9,/,2,63*,1.5,-1

# Rewritten with each value named: entries from further up
SMILES: CS(=O)(=O)n1nc(NCc2cccs2)nc1NCc1cccs1
  UGM FP inh: -1.1
  MazEF act: -13
  GDH-TPI inh: -1
  SSB-PriA inh: -11
  DUSP3 inh: 5
  BioA inh: /
  3CLpro inhibitor: 2
  FBA Mtb inh: 1
  BH1578 lux ind: i
  Rv3671c protease: -4
SMILES: O=S(=O)(c1ccc2c(c1)OCCO2)N1CCN(S(=O)(=O)c2ccccn2)CC1
  UGM FP inh: 1.7
  MazEF act: -7
  GDH-TPI inh: -1
  SSB-PriA inh: -9
  DUSP3 inh: /
  BioA inh: -0.4
  3CLpro inhibitor: /
  FBA Mtb inh: -2
  BH1578 lux ind: 0.5
  Rv3671c protease: -7

# Other structures follow:
SMILES,UGM FP inh,MazEF act,GDH-TPI inh,SSB-PriA inh,DUSP3 inh,BioA inh,3CLpro inhibitor,FBA Mtb inh,BH1578 lux ind,Rv3671c protease
CC(=O)COc1ccc2c(C)c(C)c(=O)oc2c1,2.0,-8,12,-3,38,-0.1,4,131*,i,3
CC(C)Cn1c(N)c(C(=O)COC(=O)C2Cc3ccccc3CN2S(C)(=O)=O)c(=O)n(C)c1=O (configuration not stated),0.0,-9,5,-3,/,-0.8,/,0,5.0,-11
O=C(/C=C/c1ccccc1Cl)Nc1cccnc1,1.6,9,6,-20,22,17,16*,-2,-0.8,0
OC(c1cc(Cl)cc(Cl)c1)c1ncc(-c2ccccc2F)[nH]1 (configuration not stated),/,/,4,/,/,-0.4,/,-2,i,/
CCN(CC)CC(=O)Nc1cccc(S(=O)(=O)N2CCCC2)c1,0.5,-17,-11,-9,5,-0.5,2,9,i,-1
Cc1ccc(N2C(=O)C(NC(=O)c3ccccc3)(C(F)(F)F)C3=C2CC(C)(C)CC3=O)cc1 (configuration not stated),0.5,0,-3,9,-4,/,4,-2,i,-14
COc1ccc(CCNC(=O)c2c(C)cc(=O)oc2C)cc1OC,2.2,3,22,0,29,1.4,-4,0,-0.4,-1
Cc1cccc(NC(=S)NCC(c2cccnc2)N2CCOCC2)c1C (configuration not stated),-1.0,4,6,-12,3,/,1,2,-0.1,-1
Cc1ccc(-n2cnc3ncnc(-c4ccccc4)c32)cc1,0.4,3,9,0,9,-2.2,0,3,-0.8,-2
O=C(Cn1cc2c(n1)CCCC2)NCCCN1CCN(Cc2ccccc2)CC1,0.8,-6,8,-2,2,-1.9,-1,3,-0.9,2
COc1cc(OC)cc(-c2c(-c3ccc(F)cc3)c3cc(-c4ccc(SC)cc4)ccc3n2C)c1,-0.9,-7,7,-25,/,-2.8,/,-1,-0.2,5
Cc1nc2cc(Nc3ccncc3)ccc2s1,0.6,-15,6,2,24,12,2,2,i,-3
O=C(CCN1C(=O)c2cccc3cccc(c23)C1=O)NC1CCS(=O)(=O)C1 (configuration not stated),0.4,5,30,0,29,/,6,39*,0.0,6
NC(=O)c1ccsc1NC(=O)COC(=O)COc1ccc(C=O)cc1,0.7,-1,-4,2,/,1.7,/,2,-0.8,1
COC(=O)/C=C1/S/C(=N/NC(=O)c2ccc(Cl)cc2Cl)NC1=O,0.2,8,16,/,20,-0.9,0,-4,i,4
O=C(CCNS(=O)(=O)c1ccccc1C(F)(F)F)NC1CCCCCC1,/,-1,-4,-9,/,-1.5,/,0,-5.0,/
COc1ccccc1-c1coc2c(CN3C(C)CCCC3C)c(O)ccc2c1=O (configuration not stated),-1.2,7,6,6,2,0.0,2,20,i,0
COc1ccccc1C(=O)N(Cc1sccc1C)C1CCS(=O)(=O)C1 (configuration not stated),-0.6,6,-5,-2,25,0.3,2,-1,i,-3
O=C1[C@H]2[C@@H](c3ccc(C(F)(F)F)cc3)N[C@]3(CCCN(Cc4ccco4)C3=O)[C@H]2C(=O)N1Cc1ccccc1,/,8,2,/,/,-2.5,/,-4,-0.5,/
O=C(CN1CCOCC1)Nc1nc2cc([N+](=O)[O-])ccc2s1,-1.2,0,29,-12,-2,/,2,1,-0.2,6
CC(Sc1nnc(C2CC2)n1C1CC1)C(=O)NC1(C#N)CCCCC1 (configuration not stated),1.6,-12,2,/,/,-2.8,/,6,i,-3
Cc1ccc(S(=O)(=O)NNC(=O)C(=O)NNc2ccccn2)cc1,1.7,-4,3,34,-5,-0.1,2,2,/,1
Cc1cccc(C(=O)NC(=S)Nc2ccc(Cc3ccncc3)cc2)c1,-1.8,-4,14,5,25,0.2,3,0,-0.4,-20
CSc1nnc(SCC(=O)Nc2ccc3[nH]c(=O)[nH]c3c2)s1,1.0,-4,6,-6,/,-0.3,/,6,-2.0,3
COc1cccc(NC(=O)Nc2ccc3nc(C)c(C)nc3c2)c1,2.1,2,4,-1,13,-1.6,-1,3,-1.0,-8
COc1ccc(NC(=O)Nc2cccnc2)cc1,3.5,3,1,-15,13,3.6,5,-2,i,0
COc1ccc(OC)c(NC(=O)CN(c2ccc(C)cc2)S(=O)(=O)c2c(C)n[nH]c2C)c1,2.0,0,9,9,7,1.4,5,2,i,-10
CCOc1nc(NC2CCCC2)nc(N2CCC(C)CC2)n1,1.5,3,-2,-24,18,-1.8,-1,-2,-1.3,2
CCCCCNC(=O)C1c2ccccc2Oc2ccccc21,1.4,-3,-3,16,27,/,-2,0,i,-3
Cc1ccc(C(CCNC(C)c2cccs2)c2ccco2)cc1 (configuration not stated),3.0,-5,12,-3,12,/,-1,0,-0.4,-15
C#CCNc1cc(C)nc2ncnn12,1.1,9,1,-26,25,10.0,0,-2,i,-8
COc1ccc(/C=N/Nc2nncc3ccccc23)c(OC)c1,1.3,6,23,/,-2,/,-4,1,-0.2,-3
COc1cccc(NC(=O)C(C)N2C(=O)c3ccccc3S2(=O)=O)c1 (configuration not stated),1.8,5,-11,-2,/,/,/,1,1.9,1
O=C1CNC(=O)/C1=C\N1CCN(C(c2ccccc2)c2ccccc2)CC1,3.2,0,8,-20,25,-5.1,-4,2,i,2
CC1(C)C(c2ccccc2)=[N+]([O-])CN1O,2.0,-8,-3,2,14,1.3,-1,-1,i,1
COCOCCn1cc(CN2CCS(=O)(=O)N(Cc3ccc(-c4ccncc4)cc3)C(C(C)C)C2=O)nn1 (configuration not stated),/,5,3,/,/,/,/,-1,-0.3,/
CC(C)Cc1nc(SCC(=O)N2CCCC2)c2c(=O)n(C)c(=O)n(C)c2n1,2.3,-1,7,-12,16,-1.7,-1,5,-2.9,3
Cc1ccc(C2Nc3ccccc3NC3=C2C(=O)OC(C)C3)cc1 (configuration not stated),0.4,7,21,-3,-8,/,1,1,-0.3,6

# Copied from the list:
# Under 3CLpro inhibitor, `CC(C)Cc1nc(SCC(=O)N2CCCC2)c2c(=O)n(C)c(=O)n(C)c2n1` has the entry -1
# Under BH1578 lux ind, `COc1cccc(NC(=O)C(C)N2C(=O)c3ccccc3S2(=O)=O)c1` (configuration not stated) has the entry 1.9
# Under DUSP3 inh, `C#CCNc1cc(C)nc2ncnn12` has the entry 25

# Whole records as entered above. Order of values: UGM FP inh	MazEF act	GDH-TPI inh	SSB-PriA inh	DUSP3 inh	BioA inh	3CLpro inhibitor	FBA Mtb inh	BH1578 lux ind	Rv3671c protease
# CC(C)Cc1nc(SCC(=O)N2CCCC2)c2c(=O)n(C)c(=O)n(C)c2n1 in the list: 2.3	-1	7	-12	16	-1.7	-1	5	-2.9	3
# C#CCNc1cc(C)nc2ncnn12 in the list: 1.1	9	1	-26	25	10.0	0	-2	i	-8
# COCOCCn1cc(CN2CCS(=O)(=O)N(Cc3ccc(-c4ccncc4)cc3)C(C(C)C)C2=O)nn1 (configuration not stated) in the list: /	5	3	/	/	/	/	-1	-0.3	/
# CC1(C)C(c2ccccc2)=[N+]([O-])CN1O in the list: 2.0	-8	-3	2	14	1.3	-1	-1	i	1

# Screening results (PubChem)

# Some of the compounds tested; count on the stated rates, not on these rows.
